Screens: PubChem BioAssay, several laboratories
EBNA-1 inh – blocks EBNA-1 binding to DNA; EBNA-1 DNA binding, fluorescence polarization; inhibition, % at 14.8 µM; actives 0.34% (n = 300,000); in the data active = inhibition above about 28%
ZTA counter – counter-screen for EBNA-1 inhibitors: inhibitors of Epstein-Barr virus ZTA; P03206; actives 0.15% (n = 320,000); AID 2234; ZTA-DNA binding, fluorescence polarization; inhibition, % at 11 µM; in the data active = inhibition above about 33%
Target sequence (P03206 whole entry, looked up): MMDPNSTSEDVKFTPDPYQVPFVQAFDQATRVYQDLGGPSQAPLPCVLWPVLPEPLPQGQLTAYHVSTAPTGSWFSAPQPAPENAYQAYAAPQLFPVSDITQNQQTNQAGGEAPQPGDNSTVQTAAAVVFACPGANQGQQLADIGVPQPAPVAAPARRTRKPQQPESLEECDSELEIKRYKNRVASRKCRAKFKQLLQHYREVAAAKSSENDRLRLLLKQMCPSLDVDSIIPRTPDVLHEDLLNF
HCV core dimer – blocks dimerization of HCV core protein | TR-FRET GST/Flag-core106 dimerization, 1536-well | inhibition, % at 5 µM | actives 0.33% (n = 300,000) | AID 1899;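 active = inhibition above the mean of all tested compounds plus 3 SD, set per screening campaign, cut at about 45% in these data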
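assay system = GST-tagged and Flag-tagged HCV core protein residues 1-106 | controls = unlabelled core106 and no-GST-core106 wells | incubation = compound-protein-antibody incubation 4 h at 22.5 °C | probe or stimulus = Eu donor and XL665 acceptor anti-tag antibodies | read-out = % inhibition based on acceptor/donor emission ratio | signal = TR-FRET 671 and 617 nm emission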
TPT1 inh – inhibitors of Candida albicans tRNA 2'-phosphotransferase TPT1. recombinant caTPT1, FP RNA substrate dephosphorylation. inhibition, % at 5 µM. actives 0.81% (n = 300,000);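 active = inhibition above the mean of all tested compounds plus 3 SD, set per screening campaign, cut at about 24% in these data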;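 note: plate controls were DMSO alone for no effect and ferristatin control at 100 nM for full effect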
Fh CTSL1 inh – cathepsin L1 inhibition, PFM18AAP counter-screen. recombinant F. hepatica cathepsin L1, Z-Leu-Arg-MCA fluorescence. inhibition, % at 5.96 µM. actives 0.49% (n = 300,000). AID 1906;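 active = inhibition above the mean of all tested compounds plus 3 SD, set per screening campaign, cut at about 17% in these data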;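 note: 0% = plate median of test compound wells and 100% = 1 µM Z-Phe-Ala-diazomethylketone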
PP1 inh – PP1-alpha (human) inhibition in PP5 counter-screen; P62136; purified PP1alpha, OMFP fluorescence; inhibition, % at 6.7 µM; actives 0.9% (n = 320,000);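 active = inhibition above the mean inhibition of all tested compounds plus 3 SD, computed separately for each screening campaign, cut at about 15% in these data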
Target sequence (P62136 whole entry, looked up): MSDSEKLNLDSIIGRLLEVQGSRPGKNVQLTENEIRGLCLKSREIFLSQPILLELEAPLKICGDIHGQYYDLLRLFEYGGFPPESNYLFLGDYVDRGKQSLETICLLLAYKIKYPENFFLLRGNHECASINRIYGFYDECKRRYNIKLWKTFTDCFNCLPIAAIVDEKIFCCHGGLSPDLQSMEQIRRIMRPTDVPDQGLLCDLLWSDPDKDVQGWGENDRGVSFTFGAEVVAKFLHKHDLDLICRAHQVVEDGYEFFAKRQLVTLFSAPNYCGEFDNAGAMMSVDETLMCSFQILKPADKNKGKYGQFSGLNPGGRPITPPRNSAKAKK
Yeast superoxide – caloric restriction mimetics inhibiting age-related superoxide in yeast | S. cerevisiae aged cells, superoxide DHE fluorescence; active compounds read low | superoxide response (% of plate mean), % at 10 µM | actives 0.18% (n = 330,000);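 active = superoxide response under a set limit, about three screen SD below normal, cut at about 65% in these data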;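 note: yeast aged for seven days with compound at 30 °C before DHE staining; 100% = average MFI of all compound-treated wells on the plate with controls excluded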
GASC-1 inh – inhibitors of human GASC-1 (JMJD2C) demethylase; actives 0.069% (n = 330,000); inhibition, % at 2.35 µM; GST-JMJD2C(1-420) H3K9me3 demethylation, DELFIA europium; Q9H3R0;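 active = more than half of a compound's replicate wells show inhibition beyond 50%, single wells judged on their own value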;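 note: signal counts dimethyl H3K9 product captured on neutravidin plate; 0% = median of DMSO wells and 100% = 0.3 times that DMSO median; strong numbers were not always called active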
Target sequence (Q9H3R0 1-420 limits assumed): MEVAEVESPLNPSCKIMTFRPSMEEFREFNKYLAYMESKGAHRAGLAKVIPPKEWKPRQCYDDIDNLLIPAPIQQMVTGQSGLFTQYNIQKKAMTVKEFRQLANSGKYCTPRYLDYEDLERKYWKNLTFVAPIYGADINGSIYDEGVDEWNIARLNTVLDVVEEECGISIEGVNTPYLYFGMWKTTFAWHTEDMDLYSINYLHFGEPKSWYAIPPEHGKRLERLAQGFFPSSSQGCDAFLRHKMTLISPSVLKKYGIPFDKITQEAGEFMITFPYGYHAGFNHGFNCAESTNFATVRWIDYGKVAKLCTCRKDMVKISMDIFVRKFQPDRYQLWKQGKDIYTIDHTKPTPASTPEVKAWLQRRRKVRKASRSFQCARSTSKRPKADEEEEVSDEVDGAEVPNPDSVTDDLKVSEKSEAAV
PP5 primary – blocks human protein phosphatase 5 activity. actives 0.18% (n = 320,000). inhibition, % at 6.7 µM. purified PP5c, OMFP substrate fluorescence. P53041;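 active = inhibition above the campaign's mean inhibition across all tested compounds plus 3 SD, cut at about 9.5% in these data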;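 note: 0% = DMSO only and 100% = 100 µM cantharidin control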
Active calls of the source: *; . = not tested or not shown.

Below each SMILES – ZTA counter	PP1 inh	PP5 primary	Yeast superoxide	EBNA-1 inh	TPT1 inh	GASC-1 inh	HCV core dimer	Fh CTSL1 inh
Cc1ccccc1CN1C(=O)C2(OCCCO2)c2ccccc21
→ 6.2	-1.2	1.9	94.4	4.9	-2.0	5.6	2.1	-3.2
COc1ccc(NCc2nnc(-c3ccccc3)o2)cc1
→ -12.1	0.0	-0.3	104.5	3.5	-3.7	34.0	-5.7	-0.7
CCc1ccc(NC(=O)CCCNC(=O)Cn2cnc3sc(C)c(C)c3c2=O)cc1
→ 10.5	14.8	0.0	110.1	61.8*	-3.4	5.1	2.3	-1.5
COc1ccccc1NC(=O)c1c(O)c2ccccc2[nH]c1=O
→ -0.7	-3.8	1.3	94.6	-3.5	-4.5	-1.3	3.0	0.3
CC1CCN(CCCCOc2ccccc2F)CC1
→ 13.7	1.4	-0.2	99.4	7.0	-3.1	-1.7	-8.5	-1.8
Cc1ccc2nc(N(CCN(C)C)C(=O)c3ccc4c(c3)OCCO4)sc2c1
→ -4.1	-8.9	3.5	98.1	1.8	1.4	-1.5	-8.6	2.8
COc1ccc(N2CCN(CCC(=O)c3ccc4ccccc4c3)CC2)cc1
→ -7.2	1.9	-0.2	88.5	-3.1	-0.4	-2.0	5.0	1.6
CC(C)CN(CC(C)C)C(=O)CN1C(=O)NC2(CCc3ccccc3C2)C1=O (stereo not drawn)
→ 22.7	-0.9	-1.9	95.7	8.8	3.9	7.2	7.5	1.8
CCN(CC)C(=O)c1ccc(S(=O)(=O)c2ccccc2)cc1
→ -11.3	-0.8	4.7	102.5	-6.1	-0.2	-14.3	-6.8	3.2
CCOC(=O)C(C)c1c(C)[nH]c(=S)[nH]c1=O (stereo not drawn)
→ -9.3	-2.8	-1.9	90.4	-11.7	-3.5	-1.2	-4.6	0.1
CCn1c(O)c(/C=N/n2cnnc2)sc1=S
→ -9.1	-3.1	-2.3	106.9	-2.7	3.1	-12.9	-12.0	-0.9
O=C(Nc1ccc(Br)cc1F)c1ccc2nsnc2c1
→ 11.2	-6.5	-0.2	107.2	14.6	-3.5	-22.5	-5.2	-0.6
Cc1ncc([N+](=O)[O-])n1Cc1ccccc1F
→ 7.9	-0.8	0.9	108.5	-0.5	-3.7	-7.7	-0.5	0.8
Cc1ccc(C(=O)C2=C(O)C(=O)N(Cc3cccnc3)C2c2ccc(Cl)c(Cl)c2)o1 (stereo not drawn)
→ -25.5	29.7*	0.6	96.8	0.9	-4.2	1.2	-1.7	-0.1
CCN1CCN(CC(O)COc2ccc3c(c2)CCC3)CC1 (stereo not drawn)
→ 2.7	4.9	0.4	94.6	-8.3	2.0	-5.9	-15.6	6.0
COCCN(CCOC)S(=O)(=O)c1ccc(OC)cc1
→ 2.6	1.9	0.9	107.8	2.8	-4.8	4.7	-5.4	-0.8
CCOC(=O)c1cc2occc2n1CC(=O)Nc1ccc(OC)cc1OC
→ 15.9	-5.7	-1.4	112.3	11.4	-1.2	-1.0	-3.3	0.6
CCC1(C)CC(c2nc(-c3ccc(OC)cc3)cs2)CCS1 (stereo not drawn)
→ -5.8	-0.5	4.2	101.4	11.7	3.2	-8.5	0.2	1.9
Brc1cc(Br)c2nc3c(cc2c1)CCC3
→ 18.0	-4.7	-0.9	94.3	-3.4	8.5	2.1	28.9	-0.1
O=C1OCCC1Sc1nc(-c2ccccc2)cs1 (stereo not drawn)
→ 6.9	-3.8	1.3	88.0	-5.5	-10.4	-2.9	3.2	-3.7

(cont.)
Below each SMILES – ZTA counter	PP1 inh	PP5 primary	Yeast superoxide	EBNA-1 inh	TPT1 inh	GASC-1 inh	HCV core dimer	Fh CTSL1 inh
Cc1ccc(S(=O)(=O)N2CCN(S(=O)(=O)N3CCOCC3)CC2)c(C)c1
→ -4.8	-4.4	-0.9	107.6	-2.7	0.3	8.7	-1.3	-1.5
Cc1c(C(=O)N2CCCC2)nnn1-c1nonc1N
→ 4.2	5.9	0.0	91.1	-1.4	-2.2	2.4	-1.6	-2.5
Cc1cc(COC(=O)C2N3C(=O)[C@@H](NC(=O)COc4ccccc4)[C@H]3SC2(C)C)on1 (stereo partly drawn)
→ -9.9	-0.8	2.0	104.1	-8.5	3.6	1.9	1.6	2.7
CC(=O)O[C@]1(C(C)=O)CC[C@H]2[C@@H]3C=CC4=CC(=O)C=C[C@]4(C)[C@H]3CC[C@@]21C
→ 1.9	-1.7	0.1	107.8	-10.3	-1.7	-1.4	-2.3	5.3
CCN(CC)c1ccc(NC(=O)CCc2nnc3ccc(N4CCCC4)nn23)c(C)c1
→ -13.3	4.0	-0.3	79.0	-6.3	-2.2	25.8	-13.7	5.3
c1ccc(OCc2nn3c(-c4cccnc4)nnc3s2)cc1
→ -2.5	-0.9	-1.1	96.5	-4.6	-1.9	-9.2	-3.6	-2.3
COc1ccc(OC(=O)CN2C(=O)C3C4CCC(C4)C3C2=O)cc1 (stereo not drawn)
→ 6.2	0.3	1.3	109.3	3.1	0.4	-3.4	-4.4	-1.9
Cc1ccc(CS(=O)Cc2ccc(C(=O)N3CCN(c4ccccc4)CC3)o2)cc1 (stereo not drawn)
→ 8.8	-1.9	1.6	80.1	-3.2	-0.3	5.2	0.1	-1.4
Cc1ccc(S(=O)(=O)N2C(=O)CCC2C(=O)O/N=C(\N)c2ccc([N+](=O)[O-])cc2)cc1 (stereo not drawn)
→ -10.2	1.1	0.6	100.4	0.2	-0.6	3.6	-9.6	4.5
CCc1ccc(NS(=O)(=O)c2cc3c4c(c2)CCN4C(=O)CC3)cc1
→ -1.0	-3.8	-0.5	99.6	-9.1	-4.6	133.5	0.1	-2.3
CCCNC(=O)CCn1nc(-c2ccc(C)cc2)c2ccccc2c1=O
→ -16.6	-0.4	-0.4	90.7	-8.1	-4.0	-1.8	-10.9	1.4
CCOC(=O)c1cc(C(=O)n2cc(Cl)cn2)nn1C
→ -9.3	2.2	0.5	93.7	-3.6	-2.2	5.9	-1.9	-1.7
Clc1ccc2nc(CSc3nnc4ccccn34)cn2c1
→ -12.1	-1.3	2.4	98.6	-9.2	1.0	2.7	-2.1	0.7
CC(=O)/C(=C/c1ccccc1)C(=O)Nc1ccccc1C
→ -2.7	-0.6	2.0	104.2	4.3	0.1	-0.4	10.6	-2.1
Cc1cc(O)ccc1N/C=C1\CCCC1=O
→ 6.1	0.6	0.3	80.8	-5.0	4.6	-25.5	-12.6	-1.8
Cc1nn(C)c(C)c1/C=C(\C#N)C(N)=O
→ -14.6	-1.4	-1.3	100.3	-8.4	2.2	-5.4	-13.3	8.0
C#CCOC(=O)c1csc2nnsc12
→ -5.6	0.5	0.7	93.3	-10.7	0.7	-5.6	-7.6	-3.0
Cc1ccnc2nc(C(=O)OCC(=O)NC3CCCC(C)C3C)nn12 (stereo not drawn)
→ -0.8	-1.0	-2.6	102.3	.	.	3.1	.	.
Cc1nn(C)c(NC(=O)c2ccc([N+](=O)[O-])cc2)c1Cl
→ 4.3	-1.2	-0.5	101.9	9.4	-0.1	3.5	-0.6	2.8
O=C(CN(Cc1ccccc1)C(=O)c1cccc([N+](=O)[O-])c1)Nc1c(Cl)cc(Cl)cc1Cl
→ 4.6	2.7	2.0	91.6	16.0	0.8	-4.4	19.0	2.8

(continued)
Below each SMILES – ZTA counter	PP1 inh	PP5 primary	Yeast superoxide	EBNA-1 inh	TPT1 inh	GASC-1 inh	HCV core dimer	Fh CTSL1 inh
Cc1nc2ccc(S(=O)(=O)N(C)CC(=O)NC(C)c3ccccc3)cc2s1 (stereo not drawn)
→ -13.1	-12.4	-5.0	108.0	-7.1	-2.7	8.7	-19.5	6.4
O=C(Nc1ccccc1)c1n[nH]c(Cn2cncn2)n1
→ -3.4	-4.7	-0.5	97.0	-1.4	-2.4	-3.4	-5.5	-2.3
Cc1cccc(/C=C2/Sc3ccc(C(=O)NCCN4CCCC4)cc3NC2=O)c1
→ 30.7	7.2	4.2	113.7	-4.5	0.9	9.4	-11.6	2.6
COC(=O)C1=C(C)N(CCCC(=O)O)C(=O)NC1c1cc2c(cc1[N+](=O)[O-])OCO2 (stereo not drawn)
→ 4.2	-1.3	-0.5	.	-17.5	-9.0	-9.2	-5.4	-8.5
Cc1c(OCC(=O)N(C)C)ccc2c(-c3ccccc3)cc(=O)oc12
→ 7.6	-0.8	-1.2	108.2	1.8	0.7	-15.7	4.0	-6.6
CCc1ccc(NC(=O)CNC(=O)[C@@H]2Cc3ccccc3CN2)cc1
→ 9.6	-0.8	-1.1	107.0	0.7	-1.7	-5.9	10.6	-0.4
COc1ccc(NC2CCCN(C(=O)c3cc4ncccn4n3)C2)cc1 (stereo not drawn)
→ 4.2	0.2	1.9	92.7	-8.7	-0.9	-4.8	0.3	-3.8
CCCCN(C(=O)CCC(=O)Nc1cc(C)on1)C(C(=O)NC1CCCC1)c1ccc(OC)cc1 (stereo not drawn)
→ 8.8	-3.2	3.1	97.7	7.1	2.8	-8.0	6.2	-1.2
CN(Cc1ccccc1F)C(=O)COc1ccc(C(=O)c2ccccc2)cc1
→ -15.4	2.5	1.0	104.2	2.3	0.8	1.0	4.3	4.4
Cc1c(CN2CCC(CO)(CCOc3ccccc3)CC2)[nH]c2ccc(Cl)cc12
→ -2.4	-2.0	-1.1	105.8	7.6	-5.8	-2.2	-7.5	4.0
COc1ccc(NS(=O)(=O)c2ccc3c(c2)N(C(C)=O)CCO3)c(OC)c1
→ -10.8	-3.5	0.5	96.0	3.9	-5.6	0.1	0.1	0.9
N#CCCCN1C(=O)C(=C(C#N)C#N)c2ccccc21
→ 10.0	-0.6	-1.8	102.5	12.4	-4.4	-1.5	-0.4	0.3
O=C(COc1ccccc1Cl)NNC(=O)c1ccc2c(=O)n3c(nc2c1)CCC3
→ -4.4	-5.8	-0.3	98.8	.	.	-7.1	.	.
Cc1cc(=O)n(CCc2ccccc2)c(O)c1C#N
→ 16.8	2.8	3.8	101.1	-3.6	4.1	0.6	0.8	0.3
COc1cc(C(=O)Nc2cccc(C)c2C)c(Br)c(OC)c1OC
→ 18.6	0.2	2.4	150.6	-1.1	-1.5	-4.3	-8.8	3.2
COCC(C)NC(=O)C1c2ccccc2Oc2ccccc21 (stereo not drawn)
→ 11.5	0.6	0.5	105.0	-5.1	0.6	-12.1	-4.7	-7.7
O=c1c2cc(N3CCOCC3)ccc2[nH]c(=S)n1CCCN1CCCCC1
→ -13.3	-6.7	3.3	89.5	-14.3	-1.9	-2.4	-0.3	-0.6
COc1ccccc1NC(=O)c1sc2nc(N3CCOCC3)c3c(c2c1N)CCCC3
→ -3.1	-1.4	1.3	117.9	8.0	-1.2	4.2	17.0	0.5
O=C(NCc1ccc(F)cc1)c1cc2sccc2n1Cc1ccc(F)cc1
→ 5.8	5.8	1.7	93.3	0.9	4.2	12.6	11.5	4.8
O=C(CSc1ncn[nH]1)N1CCN(c2nnc(-c3ccccc3)c3ccccc23)CC1
→ -5.5	-1.9	1.9	102.7	-8.9	-0.3	0.3	-4.2	3.0
Cc1cccc2cc(CN(CC3CCCO3)C(c3nnnn3Cc3ccco3)C(C)C)c(=O)[nH]c12 (stereo not drawn)
→ -5.7	2.1	5.7	113.8	-3.9	6.8	5.8	15.3	5.7

Grouped by structure, the compounds so far with an aryl thioether with sulfur outside any ring
Below each SMILES – ZTA counter	PP1 inh	PP5 primary	Yeast superoxide	EBNA-1 inh	TPT1 inh	GASC-1 inh	HCV core dimer	Fh CTSL1 inh
O=C1OCCC1Sc1nc(-c2ccccc2)cs1 (stereo not drawn)
→ 6.9	-3.8	1.3	88.0	-5.5	-10.4	-2.9	3.2	-3.7
Clc1ccc2nc(CSc3nnc4ccccn34)cn2c1
→ -12.1	-1.3	2.4	98.6	-9.2	1.0	2.7	-2.1	0.7
O=C(CSc1ncn[nH]1)N1CCN(c2nnc(-c3ccccc3)c3ccccc23)CC1
→ -5.5	-1.9	1.9	102.7	-8.9	-0.3	0.3	-4.2	3.0
